# TRPV1 ag: HTS Assay for Compounds that Act as Agonists of the Vanilloid Receptor 1 | Transient receptor potential cation channel subfamily V member 1 (Homo sapiens), Q8NER1 | TRPV1-expressing cells, Fluo-8 calcium influx, agonist mode | activation, % at 8.33 µM | 0.19% of 320,000 active | AID 540275, 2011; in the data active = activation above about 80%; inconclusive = between about 30% and that limit; also: 0% is about no effect
#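 TRPV1-expressing cells were cultured overnight at 35.5C and loaded with Fluo-8 calcium dye for 40 to 90 min at room temperature. After a 10 s baseline, compound was added and calcium influx was read kinetically for 3 min (ex 480/em 520 nm).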
# MLL CXXC-DNA inh: qHTS Fluorescence Polarization Assay for Inhibitors of MLL CXXC domain - DNA interaction. Histone-lysine N-methyltransferase 2A (Homo sapiens), Q03164. MLL-CXXC / FITC-HOXA9 DNA fluorescence polarization. Potency, µM (highest dose often 115 µM), for inactives: at the highest dose activity change, negative = inhibition, actives largely listed as inhibitors. 0.037% of 290,000 active. AID 2662, 2010; active = well fitted inhibition curve with a large enough effect in the polarisation, with a control signal flat, not every such curve was filed as active; inconclusive = small, poorly fitted or top-dose-only effect, or effect the other way, or a change in a side signal; inactive = no such curve, though single readings can be large or run the other way; the % refers to the polarisation; also: potency is read from the fitted curve at half-maximal effect
#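 Purified MLL-CXXC (added from a 7 uM solution) was preincubated 5 min at ambient with pinned compounds in 50 mM Tris-HCl pH 7.5, 50 mM NaCl, 1 mM DTT, 0.05% BSA. Fluorescein-labeled HOX-A9 DNA (50 nM solution) followed, 30 min, then polarization read.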
# KCNH2 3.1 inh: qHTS for Inhibitors of KCHN2 3.1: Mutant qHTS; activity change, % (tested at about 1.8 µM); 0.95% of 340,000 active; Potassium voltage-gated channel subfamily H member 2, brain isoform KCNH2 3.1 (human); U2OS KCNH2 3.1, thallium flux FluxOr; stronger effect = lower value;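 active = maximum activity change below -70%; inconclusive = maximum activity change from -70% to -50%; inactive = maximum activity change above -50%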;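 also: thallium influx rate constant from kinetic fluorescence after stimulation buffer; % is scaled to controls: 0 for no effect and ±100 for the full control effect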
#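 Thallium flux via FluxOr fluorescence (Red40 quencher, 45 min loading) in U2OS cells virally expressing the KCNH2 3.1 isoform (1.77 x 10^8 /mL virus, overnight at 37 C). Rate constants from 2-min kinetic reads post-stimulation, normalised to positive and negative controls.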
# GALK inh: qHTS Assay for Inhibitors of Human Galactokinase (GALK); Purified GALK, Kinase-Glo residual ATP luminescence; Potency, µM (titrated, usually from 57.5 µM), inactives show at the top dose activity change, negative = inhibition, most hits filed as inhibitors; 0.007% of 270,000 active; P51570; also: potency is read from the fitted curve at half-maximal effect; % is scaled to controls: 0 for no effect and ±100 for the full control effect
#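 Galactose (100 uM) and ATP (35 uM) were turned over by 5 nM GALK for 1 h at RT. Kinase-Glo Plus then converted the remaining ATP into a luminescent signal.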
# a7 integrin act: qHTS for Activators of Integrin-Mediated Alleviation for Muscular Dystrophy | AID 624291, 2012 | Potency, µM (highest dose often 38.3 µM), for the others: at the top dose activation, actives largely listed as activators | 0.064% of 350,000 active | alpha7betagal myoblasts, beta-gal FDG fluorescence, 48 h;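 also: potency is read from the fitted curve at half-maximal effect; 100% = response of the positive control SU9516; nearly all actives have a fitted effect of over 60% in size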
#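 Alpha7betagal+/- myoblasts (passage 13) were plated 16-24 hr, then exposed to compounds (1:260 dilution of DMSO stock) for 48 hours at 37C. After MPER lysis, β-galactosidase reporter activity was read as FDG fluorescence (ex 480/em 540) after 30 minutes.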
# A-T KAP1 phos: qHTS Assay for Identifying a Potential Treatment of Ataxia-Telangiectasia. […] A-T fibroblasts, KAP-1 phosphorylation AlphaLISA; neocarzinostatin DNA damage 30 min before lysis. 0.19% of 320,000 active. AID 485349, 2010. Potency, µM (titrated, usually from 57.5 µM), without a hit: at the highest dose activation, most hits filed as activators; also: potency is read from the fitted curve at half-maximal effect; % of control where 0% means no effect; nearly all actives have a fitted effect of over 45% in size
#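 ATM-like activity read as KAP-1 phosphorylation via AlphaLISA donor/acceptor antibody pairs after lysis and 6 hr at 25C. Cells were ATM-null patient fibroblasts ([…], hTERT), dosed 60 min, then exposed to the DSB inducer NCS for 30 min.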
# hERG WT inh: qHTS for Inhibitors of KCHN2 3.1: Wildtype qHTS | AID 720551, 2013 | 0.37% of 340,000 active | U2OS, BacMam KCNH2, thallium flux FluxOr; stronger effect = lower value | Voltage-gated inwardly rectifying potassium channel KCNH2 (Homo sapiens), Q12809 | activity change, % at 1.84 µM;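 active = maximum activity change below -70%; inconclusive = maximum activity change between -70% and -50%; inactive = maximum activity change above -50%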; also: % is scaled to controls: 0 for no effect and ±100 for the full control effect
#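 U2OS cells transduced with wild-type KCNH2 virus are loaded with FluxOr dye for 45 min, and thallium flux is measured in kinetic reads before and after stimulation buffer. Rate constants are normalized to DMSO controls.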
# ASM inhibitor: Inhibitors of Secretory Acid Sphingomyelinase (S-ASM): qHTS | Sphingomyelin phosphodiesterase (Homo sapiens), P17405 | placental ASM, HMU-PC fluorogenic substrate, 60 min | Potency, µM (titrated, usually from 57.5 µM), for the others: top-dose activity change, negative = inhibition, most hits filed as inhibitors | 0.006% of 340,000 active | AID 504937, 2011; also: potency is read from the fitted curve at half-maximal effect
# Target sequence (P17405 47-631 limits assumed): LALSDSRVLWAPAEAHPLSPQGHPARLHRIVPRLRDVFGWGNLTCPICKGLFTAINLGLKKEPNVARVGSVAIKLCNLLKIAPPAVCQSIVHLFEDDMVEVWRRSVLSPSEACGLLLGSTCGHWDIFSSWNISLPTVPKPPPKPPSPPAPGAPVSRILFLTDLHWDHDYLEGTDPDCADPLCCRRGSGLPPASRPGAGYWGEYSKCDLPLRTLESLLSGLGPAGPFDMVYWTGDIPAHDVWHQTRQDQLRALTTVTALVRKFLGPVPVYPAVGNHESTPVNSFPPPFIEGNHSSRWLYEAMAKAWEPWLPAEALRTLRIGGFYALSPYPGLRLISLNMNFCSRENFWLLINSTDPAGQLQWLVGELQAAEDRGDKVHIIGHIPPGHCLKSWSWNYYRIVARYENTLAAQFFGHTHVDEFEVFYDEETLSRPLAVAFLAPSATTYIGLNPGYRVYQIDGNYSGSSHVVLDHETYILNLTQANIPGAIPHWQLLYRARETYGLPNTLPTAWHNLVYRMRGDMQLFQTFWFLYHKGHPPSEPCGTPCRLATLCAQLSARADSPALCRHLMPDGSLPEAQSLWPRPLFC
#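 Human placenta-derived ASM preincubated with compound 10 min at room temperature, then reacted with 9 uM (final) fluorogenic HMU-PC substrate for 60 min at 37 C. Stop solution raises pH to 10; fluorescence read at Ex 386/Em 447 nm.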
# MBNL1 CUG block: qHTS Assay for Inhibitors of MBNL1-poly(CUG) RNA binding. Muscleblind-like protein 1 (Homo sapiens), Q9NR56. TR-FRET MBNL1-His/biotin-(CUG)12 binding, 665/545 ratio. Potency, µM (doses to about 57.5 µM), without a hit: top-dose activity change, negative = inhibition, hits mostly inhibitors. 0.036% of 280,000 active; active = well fitted inhibition curve with a large enough effect in the signal ratio, with a control signal flat, not every such curve was filed as active; inconclusive = small, poorly fitted or top-dose-only effect, or effect the other way, or a change in a side signal; inactive = no such curve, though single readings can be large or run the other way; the % refers to the signal ratio; also: potency is read from the fitted curve at half-maximal effect; % is scaled to controls: 0 for no effect and ±100 for the full control effect
# Target sequence (Q9NR56 whole entry, looked up): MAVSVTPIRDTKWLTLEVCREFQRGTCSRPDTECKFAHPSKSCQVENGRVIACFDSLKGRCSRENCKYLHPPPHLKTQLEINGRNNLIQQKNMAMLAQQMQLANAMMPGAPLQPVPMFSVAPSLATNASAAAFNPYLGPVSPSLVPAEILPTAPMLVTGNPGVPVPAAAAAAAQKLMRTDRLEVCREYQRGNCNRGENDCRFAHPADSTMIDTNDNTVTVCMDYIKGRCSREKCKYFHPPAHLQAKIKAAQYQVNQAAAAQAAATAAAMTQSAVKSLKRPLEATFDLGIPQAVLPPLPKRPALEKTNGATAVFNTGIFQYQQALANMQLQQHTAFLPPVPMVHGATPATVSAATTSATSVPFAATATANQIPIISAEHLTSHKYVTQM
#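 Compounds (final 92 nM to 58 uM) are added to His-tagged MBNL1 and biotin-(CUG)12, then terbium anti-His antibody and streptavidin-XL665 (5 nM final). After 60 min at room temperature, the 665/545 nm ratio is read.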
# Coupling enz: qHTS Assay for Inhibitors of Fructose-1,6-bisphosphate Aldolase from Giardia Lamblia: Coupling assay counterscreen. coupling enzyme system counterscreen, AmpLite Red fluorescence. activity change, negative = inhibition, % at 58.2 µM, hits read low. 0.67% of 290,000 active; in the data active = activity change below about -30%; also: % is scaled to controls: 0 for no effect and ±100 for the full control effect
#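 First, compound is pin-transferred into glyceraldehyde-3-phosphate coupling-enzyme reagent at 57.5 uM final and held 10 min at RT. Next, substrate, coupling system and AmpLite Red are added. After 20 min RT, fluorescence (525/598 nm) is read.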
# An asterisk follows results filed as active; i = inactive; ? = inconclusive; . = not tested or not shown; [ ] = dose if it differs, or a comment. Unless noted, calls follow the shape of the dose curve; as a rule, active = well fitted curve in the direction sought with a large enough effect; inconclusive = small, poorly fitted or top-dose-only effect, or another doubt; inactive = no such curve, though single readings can be large; an effect the other way counts as inactive or inconclusive.
nr	Compound	A-T KAP1 phos	MBNL1 CUG block	hERG WT inh	ASM inhibitor	a7 integrin act	TRPV1 ag	MLL CXXC-DNA inh	KCNH2 3.1 inh	GALK inh	Coupling enz
1	CCC(C)[C@H](NC(=O)N1CCN(c2cccc(C(F)(F)F)c2)CC1)C(=O)OC (some centres not stated)	1%	3%	-20	-1%	2%	?	-1%	-5	-1%	-1
2	Cc1ccc(S(=O)(=O)N2CCN(C(=O)CSCc3ccc(C(C)C)cc3)CC2)cc1	0%	.	-3	-3%	-30%	13	.	-11	.	.
3	COc1ccc(S(=O)(=O)N(C)C)cc1NCC(=O)Nc1cccc(C#N)c1	2%	-3%	10	-1%	-4%	-1	27%	8	2%	0
4	O=C(NCc1ccco1)C1CCN(C(=O)c2cc3sccc3n2Cc2ccc(Cl)cc2)CC1	.	4%	-21	-3%	-31%	-2	-3%	-48	3%	0
5	O=C(NC1CCCCC1)N(Cc1cc2cc3c(cc2[nH]c1=O)OCCO3)C1CCCCC1	-2%	-3%	6	-4%	12%	18	9%	22	0%	-1
6	CCNC(=O)COC(=O)c1cc(-c2ccc(OC)cc2)nc2ccccc12	18%	?	5	286%[activator]	9%	?	-7%	-19	-1%	0
7	CCOc1ccc(N(CC(=O)NCCOc2ccccc2OC)S(=O)(=O)c2ccccc2)cc1	7%	-4%	8	-6%	10%	19	2%	-8	-8%	-3
8	CC(=O)Nc1n[nH]c(S(=O)(=O)Cc2ccc(Cl)cc2Cl)n1	1%	-8%	-5	-4%	21%	4	-3%	-4	6%	4
9	CCOc1cccc2sc(N3CCN(C(=O)c4ccc5ncsc5c4)CC3)nc12	1%	.	0	.	4%	13	.	-3	.	.
10	CCCCCn1c(SCCN2CCOCC2)nc2c1c(=O)[nH]c(=O)n2C	7%	10%	-3	-2%	2%	0	-16%	5	2%	2
11	CCc1nn(CCCC(=O)N2CCC(C)CC2)c(=O)c2cc3occc3n12	1%	-1%	-7	3%	22%	-1	2%	12	0%	.
12	O=C(Nc1ccccc1)N1CCN(c2ccc(F)cc2)CC1	-5%	4%	-8	5%	11%	?	-1%	2	1%	0
13	CC(C)OC(=O)CN1C(=O)S/C(=C/c2ccc(N3CCCCC3)o2)C1=O	2%	9%	-12	-15%	-60%[inhibitor]	19	?	-17	-3%	-38*
14	C/C(=N/Oc1nc(C)cc(C)n1)c1ccc(Cl)cc1Cl	-2%	9%	-9	1%	-15%	6	-1%	15	-1%	4
15	O=C1/C(=C/c2ccccc2)CSc2sccc21	.	12%	-7	-3%	-2%	29	-4%	-8	3%	-3
16	Cc1ccc(N2C(=O)N(CC(=O)Nc3ccc(C)c(C)c3)C(=O)C2C)cc1 (configuration not stated)	5%	.	-10	-4%	-11%	19	.	-3	.	.
17	CC(=O)NCCc1nc2ccccc2n1Cc1ccccc1	6%	-9%	-12	0%	-4%	?	-10%	-13	3%	2
18	C=CCNC(=S)NNC(=O)c1ccc(=O)n(Cc2ccc(Cl)cc2Cl)c1	-5%	-3%	i	-2%	3%	-2	10%	16	1%	1
19	Cc1ccc(S(=O)(=O)N2CCOCC2)cc1C(=O)NCc1cn2ccsc2n1	28%	0%	-11	0%	5%	2	0%	-5	3%	0
20	CCO[C@@H]1OC(C(=O)NC2CC2)=C[C@H](c2coc3ccccc3c2=O)[C@H]1CCCO	.	.	-5	3%	17%	.	.	0	.	.
21	CC(=O)Nc1ccc(S(=O)(=O)N2CCC(C(=O)NCc3cccnc3)CC2)cc1	4%	-4%	-1	1%	11%	1	30%	7	0%	.
22	O=C(NCC(=O)N1CCN(C(c2ccccc2)c2ccccc2)CC1)c1ccccc1F	?	-6%	2	3%	12%	-2	-1%	-12	0%	4
23	CCCN(CCC)C(=O)CSc1nc2ccsc2c(=O)n1NC(=O)c1ccccc1	-7%	-12%	-5	-2%	-20%	3	-16%	-6	3%	4
24	COc1ccccc1N1CCN(C(c2cccs2)C(C)NC(=O)c2cccnc2)CC1 (configuration not stated)	3%	-12%	3	4%	-16%	1	3%	-2	-2%	-1
25	Cc1ccc(S(=O)(=O)Nc2cccc(C(=O)N3CCOCC3)c2)cc1	0%	-1%	1	1%	-7%	-4	-1%	18	4%	-1
26	CN1N=C2c3ccccc3CCC2C1c1ccc(C(F)(F)F)cc1 (configuration not stated)	4%	7%	-7	1%	29%	-2	-3%	-6	-2%	-1
27	COc1ccc(Br)cc1/C=C/C(=O)NC(=S)Nc1ccc(CN2CCOCC2)cc1	6%	-4%	-8	1%	7%	0	3%	-9	-1%	-4
28	CCOC(=O)COc1ccc2nsnc2c1Cl	3%	?	-4	60%	5%	-1	-5%	-10	0%	2
29	Cc1nc(CCNC(=O)C2CCC(=O)N(Cc3cccc(F)c3)C2)sc1C (configuration not stated)	8%	-4%	0	3%	20%	-1	32%[activator]	-6	3%	.
30	CS(=O)(=O)n1nc(-c2ccco2)nc1N	-2%	-9%	i	-3%	-13%	-1	2%	-5	-3%	0
31	C/C(=C\C(=O)c1ccc(Cl)cc1)Nc1ccc(Br)cc1	.	.	2	2%	12%	.	.	-29	.	.
32	Cc1ccc(S(=O)(=O)N2CCCCC2)cc1NC(=O)COC(=O)CN1C(=O)NC2(CC(C)CC(C)(C)C2)C1=O (configuration not stated)	.	.	4	-4%	?	.	.	10	.	.
33	O=C(Cc1cccc(NC(=O)C2CCCN(C(=O)C3CC3)C2)c1)Nc1ccc(C(=O)N2CCOCC2)cc1 (configuration not stated)	.	.	-2	3%	13%	.	.	-14	.	.
34	Cc1nc(CSc2ccc(Cl)cc2)cc(N2CCOCC2)n1	5%	7%	2	1%	10%	?	-3%	-20	2%	3
35	CCc1nnc(NC(=O)CCN2C(=O)c3ccccc3C2=O)s1	15%	0%	-15	-3%	7%[7.66 µM]	-4	-6%	-11	4%	7
36	COC(=O)C(C)(C(=O)OC)c1ccc([N+](=O)[O-])cn1	-9%	?	-14	1%	-1%	3	1%	9	3%	2
37	O=C(NCCN1CCOCC1)c1cccc2c1C(=O)c1ccc(N3CCCC3)cc1S2(=O)=O	0%	.	3	-13%	24%	.	.	-5	.	.
38	COc1ccccc1OC(=O)CCc1nc2ccccc2s1	3%	-3%	.	-2%	5%	3	5%	-32	2%	-2
39	COc1cc(CN2CCC(C(=O)N3CCN(c4ccccc4F)CC3)CC2)ccc1O	16%	2%	5	3%	-64%[inhibitor]	2	-4%	11	1%	0
40	Cc1[nH]n(C(N)=S)c(=O)c1N=Nc1ccc(Cl)cc1Cl	-10%	11%	-18	-10%	15%	1	1%	-9	4%	7
41	Cc1ccc(CNC(=O)c2nn(C)c(C)c2[N+](=O)[O-])cc1	2%	-13%[11.5 µM]	-3	2%	17%	1	5%	-7	.	-1
42	COc1ccc2cc(C3CC(c4cccs4)=NN3S(C)(=O)=O)c(Cl)nc2c1 (configuration not stated)	-4%	20%	2	-4%	12%	0	29%	2	-2%	0
43	CCOC(=O)c1c(C)[nH]c(C(C)=NNC(=O)c2cccs2)c1C	-1%	.	-15	12%	-12%	.	.	0	.	.
44	Cc1cc(=O)c(C(=O)O)nn1-c1ccccc1[N+](=O)[O-]	3%	?	-3	-17%	-30%	9	9%	1	-2%	-2
45	CCn1c(SCC(=O)Nc2nccs2)nnc1-c1cccnc1	3%	0%	-6	3%	?	0	5%	1	-4%	.
46	CCOc1ccc(C(=O)NNC(=O)CCNC(=O)c2ccco2)cc1OC	4%	.	18	-1%	38%	0	.	48	.	.
47	COc1ccc(OC)c(N2C(=NC(=O)C3CCCCC3)SC3CS(=O)(=O)CC32)c1 (configuration not stated)	4%	20%	5	1%	-14%	0	-2%	-4	9%	-3
48	COc1ccc(/C=N/NC(=O)c2cnccn2)c(OC)c1OC	-12%	15%	-2	0%	2%	3	1%	21	0%	-1
49	O=C(CSc1nc2scc(-c3ccco3)c2c(=O)n1-c1ccccc1)NCC1CCCO1 (configuration not stated)	-2%	19%	2	-7%	7%	-4	-2%	19	-2%	3

# Screening data from PubChem BioAssay.
